HIF-2a block = HIF-2a reporter inhibitors, primary screen, luminescence, 786-0 RCC cells. 786-0 RCC cells HIF-2a reporter, luciferase luminescence, overnight. inhibition, % at 18.8 µM. 360,000 compounds, 0.72% hits. AID 624352, 2012;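 active = inhibition of the luminescence signal of 40% or more relative to plate controls, in a single-dose primary screen at 18.75 µM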
PDI turbidity = inhibitors of human PDI, primary screen, biochemical, turbidity, single point, plate reader. PDI insulin aggregation turbidity, A650, 90 min. Protein disulfide-isomerase (Homo sapiens), P07237. inhibition, % at 10 µM. 350,000 compounds, 0.052% hits. AID 588391, 2011;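 active = mean inhibition across replicates of 30% or more, whatever share of single replicates reach that level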;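 also: absorbance from insulin aggregation driven by PDI reduction with DTT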
H9c2 protect = cardioprotection against H2O2-induced cell death, primary screen, uHTS, H9c2 cells, ATPLite luminescence. H9c2 cardiomyocytes, H2O2 injury protection, 2 h. protection from H2O2 cell death, % at 20 µM. 360,000 compounds, 0.63% hits. AID 588492, 2011;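 active = compounds giving at least 50% protection of heart cells from peroxide-induced death in the single-dose screen, raw or plate-pattern-corrected value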;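 also: 0% = DMSO wells with peroxide and 100% = DMSO wells without peroxide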
Peg3 promoter = Peg3 promoter-driven luciferase inhibitors, primary screen, cell-based, HeLa, luciferase luminescence. inhibition, % at 20 µM. AID 588405, 2011. 360,000 compounds, 1.7% hits. HeLa PEG-Prom luciferase reporter, overnight;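 active = inhibition of at least 50% at 20 µM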
CaV13 FRET inh = Disruptors of the CACNA1D IQ motif to Ca2+-dependent inactivation inhibitor domain association, primary screening, Förster resonance energy transfer in intact living … | HEK cells, CFP/YFP FRET ICDI-IQ, plate reader, 10 min; percent FRET-ratio fall versus neutral wells | 340,000 compounds, 0.098% hits | inhibition, % at 12.3 µM;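 active = mean replicate inhibition of at least 30% and at least 1% of replicates passing that level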;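 also: 0% = median of the neutral control wells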
Shn3 inh set2 = reduction of Shn3 3'UTR firefly luciferase signal, primary screen, Schnurri-3 inhibitor project, cell-based, Clone20 osteoblasts, set 2; Clone20 osteoblast Shn3 3'UTR firefly luciferase, 24 h; AID 588674, 2011; inhibition, % at 12.5 µM; 360,000 compounds, 0.52% hits;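 active = mean inhibition of at least 75% with every replicate also reaching 75%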;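 also: 0% = median of neutral control wells and 100% = pilot-screen positive control compound; some compounds past the cut are filed as inactive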
TRPM1 prom inh = inhibitors of MITF-dependent TRPM1 promoter reporter, primary screen, cell-based, SK-MEL-5, single point, luciferase. SK-MEL-5 TRPM1 promoter luciferase, 24 h. inhibition, % at 12.5 µM. 330,000 compounds, 0.83% hits. AID 488899, 2010;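 active = mean inhibition across replicates of 60% or more, whatever share of single replicates reaches that level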; also: values of inactives mirror those of a sister screen read the other way
HTR2A ag = mouse Htr2a agonists via beta-arrestin recruitment, primary screen, cell-based, luminescence | CHO-K1 mHTR2A beta-arrestin complementation; percent of 30 µM serotonin response | AID 624169, 2012 | activation, % at 7.6 µM | 5-hydroxytryptamine receptor 2A (Mus musculus), P35363 | 360,000 compounds, 0.66% hits;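 active = activation above a run cutoff, the mean activation of all tested compounds plus 3 SD, cut at about 14% in these data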;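 also: 0% = plate median of compound wells and 100% = 30 µM serotonin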
Target sequence (P35363 whole entry, looked up): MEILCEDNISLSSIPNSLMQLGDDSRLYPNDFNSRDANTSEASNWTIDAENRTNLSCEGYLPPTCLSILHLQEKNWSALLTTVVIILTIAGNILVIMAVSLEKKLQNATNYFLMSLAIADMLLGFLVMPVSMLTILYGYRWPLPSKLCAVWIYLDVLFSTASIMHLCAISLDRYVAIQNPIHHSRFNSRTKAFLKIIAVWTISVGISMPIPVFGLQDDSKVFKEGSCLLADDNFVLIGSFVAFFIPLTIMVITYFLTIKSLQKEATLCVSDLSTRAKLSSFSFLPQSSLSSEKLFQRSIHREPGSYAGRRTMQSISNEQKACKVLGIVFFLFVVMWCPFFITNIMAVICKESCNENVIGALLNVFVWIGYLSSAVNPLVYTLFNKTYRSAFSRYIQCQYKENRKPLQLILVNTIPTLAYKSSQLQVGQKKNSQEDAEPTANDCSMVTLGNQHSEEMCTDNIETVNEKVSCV
iPSC survival up = enhancers of single-cell hiPSC survival, primary screen, ATPlite luminescence; survival enhancement, % at 20 µM; 100% = ROCK inhibitor wells, 0% = DMSO; 360,000 compounds, 0.044% hits; AID 602274, 2012; in the data active = survival enhancement above about 18%;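 also: cells exposed to compounds for 16 hours before the ATP read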
NR2E3 ag-1 = inhibitors of NR2E3-RetCOR corepressor binding, primary screen, NR2E3 agonist project, biochemical, TR-FRET, GST-NR2E3, biotin-RetCOR. Photoreceptor-specific nuclear receptor (Homo sapiens), Q9Y5X4. 1536-well. inhibition of corepressor binding, % at 4.78 µM. 320,000 compounds, 0.12% hits. AID 2300, 2010;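 active = percent inhibition above the cutoff of mean plus 3 SD of all tested compounds, set per screening campaign, cut at about 20% in these data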;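 also: 0% = DMSO wells and 100% = biotin wells as full block of FRET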
Target sequence (Q9Y5X4 whole entry, looked up): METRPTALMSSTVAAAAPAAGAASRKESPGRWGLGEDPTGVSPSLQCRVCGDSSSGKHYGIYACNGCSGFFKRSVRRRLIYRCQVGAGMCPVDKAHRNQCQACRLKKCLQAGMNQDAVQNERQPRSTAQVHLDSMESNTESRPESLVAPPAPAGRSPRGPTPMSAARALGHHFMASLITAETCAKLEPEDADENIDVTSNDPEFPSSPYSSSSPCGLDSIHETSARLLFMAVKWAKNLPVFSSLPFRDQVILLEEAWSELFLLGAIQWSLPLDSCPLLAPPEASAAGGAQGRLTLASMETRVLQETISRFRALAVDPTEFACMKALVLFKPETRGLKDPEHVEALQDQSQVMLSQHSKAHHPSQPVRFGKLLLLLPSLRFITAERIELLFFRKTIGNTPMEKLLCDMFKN
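system = GST-tagged NR2E3 plus biotinylated RetCOR corepressor | input = 1.35 nM GST-NR2E3 | also added = 7 nM biotin-RetCOR | schedule = 5 h incubation at 4 °C | measured by = TR-FRET with europium anti-GST and streptavidin-D2, 340 nm excitation | read-out = percent loss of FRET ratio relative to control wells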
NR2E3 ag-2 = NR2E3 agonists in two-hybrid cells, primary screen, cell-based, luminescence, CHO-S, Gal4-NCOR/VP16-NR2E3. luciferase. inhibition of corepressor binding, % at 3.98 µM. 360,000 compounds, 0.35% hits. AID 602229, 2012;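 active = inhibition above the mean of all tested compounds plus 3 SD, cut at about 70% in these data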;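 also: 0% = DMSO with NR2E3 transfected cells and 100% = cells lacking NR2E3 construct; higher means lower luciferase signal from less NR2E3 corepressor binding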
The depositor's hits bear a star; . = no result given; & = joins results of further samples.

Every second line gives: HIF-2a block | PDI turbidity | H9c2 protect | Peg3 promoter | CaV13 FRET inh | Shn3 inh set2 | TRPM1 prom inh | HTR2A ag | iPSC survival up | NR2E3 ag-1 | NR2E3 ag-2
> Cc1cccc(N2CCN(C(=O)C3CCN(c4ncnc5c4nc4n5CCCCC4)CC3)CC2C)c1 (stereo not drawn)
    1 | -1 | 6 | 55* | -12 | 75 | 43 | 0 | -0.1 | 2 | -1
> Cc1ccc(S(=O)(=O)Cc2ccc(C(=O)N3CCN(c4cc(C)ccc4C)CC3)o2)cc1
    9 | -1 | 12 | 21 | -7 | 34 | 6 | 8 | 0.6 | 1 | -29
> Cc1cccc(S(=O)(=O)N(C)C[C@@H]2OCc3cnnn3CCCC(=O)N([C@H](C)CO)C[C@@H]2C)c1
    4 | 10 | -2 | 6 | -11 | -7 | . | 3 | 3.1 | . | 0
> CCn1nnnc1SCC(=O)Nc1cc(C)on1
    4 | 0 | 2 | 1 | -4 | 7 | 3 | 6 | -0.6 | -3 | -14
> Cc1cc(C)n(-c2nc3ccccc3c(=O)n2OCc2ccc(Cl)cc2)n1
    -17 | 0 | 13 | 6 | -4 | -19 | 19 | -2 | -2.1 | 3 | -2
> CCn1ncc([C@@H]2C[C@H]3CN(Cc4ccccc4C)C(=O)[C@]34CCCN24)c1C
    21 | 6 | 9 | 11 | -5 | 15 | 21 | -3 | 0.1 | 3 | 15
> CCCc1cc(=O)oc2cc(C)cc(OCC(=O)NCCCN3CCCC3=O)c12
    0 | -3 | 12 | 2 | -14 | -3 | 1 | 0 | -0.1 | 0 | -16
> COc1ccc(-c2cnc3c(NC=O)cc(-c4ccc(S(C)(=O)=O)cc4)cn23)cc1OC
    35 | 13 | 31 | 31 | -11 | 11 | . | 15* | -4.8 | . | -20
> CCOc1ccc(NC(C(=O)Nc2cccc(C(C)=O)c2)c2ccccc2)cc1 (stereo not drawn)
    -11 | 1 | -10 | -16 | -3 | 10 | -7 | 0 | -0.8 | 2 | -26
> CC1Cc2cc(S(=O)(=O)N3CCN(c4ccccc4)CC3)ccc2N1C(=O)C1CC1 (stereo not drawn)
    10 | -9 | -5 | -2 | -7 | 25 | 5 | 2 | -0.2 | 2 | 9
> c1ccc(CCCc2nc(-c3ccccn3)no2)cc1
    -222 | 1 | -4 | -232 | -7 | -53 | -72 | -3 | -0.7 | -2 | -58
> CCc1ccc(Oc2ncnc(N)c2[N+](=O)[O-])cc1
    -24 | -2 | -9 | -11 | 3 | 3 | -6 | 2 | -1.2 | -1 | -16
> Clc1ccc2c(NCc3ccccn3)ccnc2c1
    -1 | 2 | -4 | 8 | -2 | 31 | -4 | 7 | -0.2 | 1 | 21
> CC1CCCN(C(=O)CN(c2ccccc2)S(=O)(=O)c2ccc(F)cc2)C1 (stereo not drawn)
    -2 | -5 | -1 | -11 | -18 | 1 | 12 | 5 | -0.1 | 0 | 6
> COC(=O)N1C(=O)[C@@](c2ccccc2)(C(C)C)N1C(=O)OC
    11 | -15 | 3 | 29 | . | 17 | 3 | -8 | -0.5 | 1 | -2
> Cc1nnsc1C(=O)Nc1ccc(S(=O)(=O)N2CCC(C)CC2)cc1
    12 | -8 | -11 | 4 | -3 | 49 | 29 | -3 | -0.1 | 3 | 38
> O=C(CCNC(=O)c1ccco1)Nc1ccc(F)c(Cl)c1
    3 | -9 | 2 | 7 | -2 | 1 | 9 | 1 | 1.3 | -1 | -8
> C=CCN(C(=O)c1csnn1)C(C(=O)NCc1ccc(F)cc1)c1ccc(F)cc1 (stereo not drawn)
    9 | 3 | -8 | 6 | -2 | -14 | -11 | 6 | -0.1 | 4 | -16
> COc1ccc(NC(=O)COC(=O)/C=C/c2ccc(OC)c(S(=O)(=O)N3CCOCC3)c2)cc1
    8 | -8 | 4 | 12 | -7 | -54 | -12 | 1 | 1.1 | -3 | -6
> Cc1ccc(S(=O)(=O)N2CCN(C(=O)COC(=O)c3ccc(C(C)(C)C)cc3)CC2)c(C)c1
    11 | 7 | -11 | 3 | -11 | 22 | 1 | 3 | 3.6 | 4 | -5
> Cc1cc2nc(-c3ccc[nH]c3=O)n(Cc3ccccc3F)c2cc1C
    -13 | -3 | 9 | -29 | -14 | 1 | 2 | -2 | -0.1 | . | -11
> CC1(C(=O)NS(=O)(=O)Cc2ccccc2)CCN1C(=O)Cc1ccccc1 (stereo not drawn)
    10 | -4 | 2 | 0 | -11 | 9 | . | 5 | 4.8 | . | 6
> O=C1[C@@H]2CSCN2C(=O)CN1Cc1ccc(F)cc1
    17 | 1 | 12 | -3 | -19 | 15 | -6 | 2 | 0.2 | 0 | -25
> COc1ccc(NC(=O)CSc2nc3c(c(=O)n(C)c(=O)n3C)n2C)c(OC)c1
    12 | 0 | -6 | 2 | -5 | 3 | 10 | -9 | 0.7 | 3 | 14
> CN1C(=O)C2(c3ccccc31)N(C)CC(c1ccccc1)C21SC(=S)N(Cc2ccco2)C1=O (stereo not drawn)
    14 | -9 | -2 | 27 | -6 | 43 | 14 | -1 | 2.0 | -1 | -5
> COc1cc(C2C3=C(CC(c4ccco4)CC3=O)Nc3ccccc3N2C(C)=O)cc(OC)c1OC (stereo not drawn)
    15 | -5 | 5 | 19 | -5 | -8 | 5 | 1 | 3.5 | 1 | -8
> COc1cc2nc(NC(=O)c3ccccc3)[nH]c(=O)c2cc1OC
    -4 | -3 | 22 | 1 | -5 | 7 | -3 | 0 | -0.1 | 3 | -1
> O=C1NC[C@H](CCCCN2C[C@H](Cc3ccccc3)N(CCC3CCCCC3)C(=O)C2=O)N(CC2CCCCC2)C1=O
    1 | . | . | . | -4 | . | . | 2 | 0.0 | . | -34
> Cc1cccc(C(=O)NN(C)c2nc(-c3ccccc3)nnc2C(F)(F)F)c1
    24 | -1 | -4 | 20 | -5 | 25 | 19 | 2 | -2.8 | 1 | 10
> Cc1cc(C)c2c(-n3cccc3)c(C(=O)NNS(=O)(=O)c3ccc(Cl)cc3)sc2n1
    17 | 0 | 5 | 6 | . | -4 | -2 | 3 | 0.2 | 5 | 15
> O=C(COC(=O)c1cc(-c2cccs2)nn1-c1ccccc1)Nc1cc([N+](=O)[O-])ccc1Cl
    14 | -3 | -5 | -7 | 0 | -2 | -9 | -2 | 2.0 | -1 | -18
> CN1CCN(c2ccc(NC(=O)CSc3nnnn3-c3ccccc3Cl)cc2)CC1
    -2 | 3 | 3 | -8 | -7 | -32 | -2 | 10 | -0.4 | 4 | -6
> COc1ccc(OCCSc2nnc(C)n2-c2ccccc2)cc1
    -19 | 5 | -6 | 2 | -6 | 4 | -7 | -3 | -0.3 | 2 | 3
> COc1ccccc1NC(=O)c1ccc2nc(C)sc2c1
    -112 | -1 | 0 | -87 | -6 | -15 | 7 | 3 | 0.3 | 0 | -156
> CSCCC(NC(=O)c1cccc(S(=O)(=O)N2CCOCC2)c1)c1nc2ccccc2[nH]1 (stereo not drawn)
    0 | -1 | 0 | -3 | -2 | -2 | 5 | 6 | -0.4 | -3 | 20
> O=c1cc(O)nc(SCc2ccccc2)n1-c1ccccc1
    4&12 | 16&-6 | 8&4 | 27&-5 | -8&-6 | 17&11 | 3&-4 | 7&-1 | -1.5&15 | 2&2 | -4&18
> CC(C)N(CCNS(=O)(=O)c1ccc(Cl)cc1)C(C)C
    5 | -13 | 0 | -5 | -4 | 16 | 13 | 4 | -2.7 | -2 | -27
> CCOc1ccc(CCNC(=O)COC(=O)CCc2cc(OC)c(OC)c(OC)c2)cc1OCC
    -2 | 0 | 2 | 2 | -14 | -4 | 3 | 9 | -0.4 | -3 | -27
> CCN(CC(=O)NCc1cccs1)C(=O)c1cccc(S(=O)(=O)Nc2ccc(OC)cc2)c1
    9 | -8 | -5 | 3 | -1 | 5 | 5 | 2 | -0.4 | -1 | -17
> O=C(NCc1ccccc1)C(=O)Nc1nccs1
    -7 | 5 | 4 | -8 | -8 | 9 | -16 | 0 | 0.4 | 2 | -3
> Cc1cccc(Nc2nc(N)nc(CN3CCN(c4ccc(F)cc4)CC3)n2)c1
    17 | 1 | 15 | 26 | -4 | 19 | 12 | 3 | 7.8 | 1 | 14
> O=C(COC(=O)c1ccccc1OCc1ccccc1Cl)NCC1CCCO1 (stereo not drawn)
    0 | 9 | -3 | 2 | -4 | -55 | 1 | -7 | 0.3 | . | -9
> CC(C)[C@H](NC(=O)c1cccc(CN(Cc2ccccc2)C(=O)/C=C/c2ccccc2)c1)C(=O)O
    10 | 4 | 5 | 0 | -1 | -17 | 0 | 3 | -0.2 | 1 | -9
> Cc1nn(Cc2ccc(Cl)c(Cl)c2)c(C)c1NC(=O)c1noc2c1CCCCC2
    4 | -4 | -13 | 9 | -5 | 62 | 10 | -1 | 1.8 | 2 | -11
> CCN(CC(=O)NCc1ccco1)S(=O)(=O)c1ccc(F)cc1
    13 | 4 | -5 | 8 | -2 | -8 | 4 | 0 | -0.4 | 1 | -6
> N=c1oc2ccc(Br)cc2cc1C(=O)NC1CCCCCC1
    -41 | -8 | -6 | -39 | -5 | -13 | 4 | -1 | -0.2 | 0 | -27
> Cc1cccc(C(C)C)c1NC(=O)c1ccc(COc2ccc3c(C)cc(=O)oc3c2)cc1
    9 | -4 | 1 | 12 | -4 | 15 | 10 | -4 | -0.6 | 3 | 4
> CCOc1ccc(OCC(=O)Nc2ccccc2N2CCCC2)cc1
    -10 | -2 | -16 | 11 | -6 | -7 | 8 | -4 | -0.5 | 2 | 0
> COCCN(CCOC)C(=O)C1CCN(c2ccc(S(=O)(=O)N3CCOCC3)cc2[N+](=O)[O-])CC1
    10 | -5 | 2 | -10 | -3 | 0 | -3 | 7 | -0.1 | 0 | 6
> S=C(Nc1ccccc1Cl)N(CCN1CCCCC1)Cc1ccco1
    9 | -11 | 2 | 1 | -2 | -1 | 1 | -1 | -1.0 | 0 | -25
> Cc1cc(NC(=O)CN2CCc3ccccc3C2)nc2c1c(=O)oc1ccccc12
    -64 | -5 | 0 | -20 | -6 | -13 | 3 | -1 | -0.5 | 4 | -19
